Source: PubChem
697 NFkB inh – inhibitors of PMA/ionomycin-induced NF-kB reporter, 697 cells, primary screen, B-cell NF-kB inhibitor project, cell-based, luminescence, uHTS; inhibition, % at 4 µM; 697 B-cell NF-kB luciferase reporter, 16 h; hit rate 0.33% among 330,000; AID 435022, 2010; in the data active = inhibition above about 35%
Gli-Sufu block – Gli-Sufu pathway antagonists, primary screen, luciferase luminescence, Sufu-KO-LIGHT cells, uHTS. Sufu-KO-LIGHT fibroblasts, Gli luciferase reporter luminescence. inhibition, % at 5 µM. hit rate 0.74% among 340,000. AID 588413, 2011;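 active = inhibition above about 55%, limit read from the data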;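 also: 0% = DMSO-treated cells and 100% = wells with medium but no cells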
EBI2 block – EBI2 receptor antagonists, beta-arrestin recruitment, primary screen, cell-based, luminescence, 7a,25-OHC stimulation, uHTS; G-protein coupled receptor 183 (Homo sapiens), P32249; 7a,25-OHC stimulated; inhibition, % at 5 µM; hit rate 0.81% among 360,000; in the data active = inhibition above about 38%;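 also: enzyme fragment complementation signal reports receptor beta-arrestin coupling in cells; 0% = agonist plus DMSO wells and 100% = wells without agonist; some results beyond the cut were filed as inactive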
Apaf-1 inh – inhibitors of human Apaf-1 apoptosome, primary screen, biochemical, DEVD-Rh110 fluorescence, uHTS | reconstituted apoptosome caspase-3 activity | hit rate 0.71% among 330,000 | Apoptotic protease-activating factor 1 (Homo sapiens), O14727 | inhibition, % at 20 µM; active = inhibition of at least 40% at 20 µM;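 also: plate controls were DMSO wells for no effect and DEVD-CHO caspase inhibitor wells for full effect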
Target sequence (O14727 whole entry, looked up): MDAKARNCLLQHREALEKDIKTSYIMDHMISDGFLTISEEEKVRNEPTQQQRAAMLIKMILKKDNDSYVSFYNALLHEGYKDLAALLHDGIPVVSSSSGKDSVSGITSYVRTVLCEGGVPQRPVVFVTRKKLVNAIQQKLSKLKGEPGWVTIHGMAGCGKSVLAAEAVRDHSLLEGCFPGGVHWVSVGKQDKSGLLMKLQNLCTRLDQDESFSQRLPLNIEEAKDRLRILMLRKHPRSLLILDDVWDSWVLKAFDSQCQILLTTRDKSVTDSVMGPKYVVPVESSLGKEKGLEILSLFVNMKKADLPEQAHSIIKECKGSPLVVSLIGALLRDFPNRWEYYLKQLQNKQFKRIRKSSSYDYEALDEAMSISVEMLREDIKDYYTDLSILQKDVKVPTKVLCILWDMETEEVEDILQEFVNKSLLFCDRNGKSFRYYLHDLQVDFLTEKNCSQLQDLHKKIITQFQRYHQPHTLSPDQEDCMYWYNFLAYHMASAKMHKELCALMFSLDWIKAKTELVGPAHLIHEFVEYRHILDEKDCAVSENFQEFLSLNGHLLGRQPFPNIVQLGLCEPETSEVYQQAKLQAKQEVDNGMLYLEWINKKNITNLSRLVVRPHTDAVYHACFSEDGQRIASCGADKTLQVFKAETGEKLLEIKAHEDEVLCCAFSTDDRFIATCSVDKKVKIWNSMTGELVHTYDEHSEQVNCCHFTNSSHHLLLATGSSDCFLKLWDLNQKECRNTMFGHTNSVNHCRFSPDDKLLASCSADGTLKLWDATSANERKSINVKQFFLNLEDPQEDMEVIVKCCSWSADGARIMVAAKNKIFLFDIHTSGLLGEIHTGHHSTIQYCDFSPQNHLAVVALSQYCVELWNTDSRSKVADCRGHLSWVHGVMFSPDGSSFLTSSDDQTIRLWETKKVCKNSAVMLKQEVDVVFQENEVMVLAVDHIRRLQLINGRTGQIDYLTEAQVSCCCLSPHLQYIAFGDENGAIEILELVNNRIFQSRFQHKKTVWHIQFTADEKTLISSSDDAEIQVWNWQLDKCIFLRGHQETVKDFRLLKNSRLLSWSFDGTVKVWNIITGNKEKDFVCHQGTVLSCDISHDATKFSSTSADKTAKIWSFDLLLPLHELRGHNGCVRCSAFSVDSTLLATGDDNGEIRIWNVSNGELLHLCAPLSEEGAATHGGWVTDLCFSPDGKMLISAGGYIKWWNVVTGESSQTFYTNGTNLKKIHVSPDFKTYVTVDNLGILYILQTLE
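Assay system – apoptosome proteins · Medium – Hepes buffer, pH 7.5 · Also added – cytochrome c with DEVD-Rh110 · Timing – 30 min compound preincubation, 50 min activation, room temperature · Detection – Rh110 fluorescence, excitation 480 nm, emission 540 nm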
CCR6 antagonist – CCR6 receptor antagonists, primary screen, cell-based, CHO-K1, luminescence, beta-arrestin, uHTS; C-C chemokine receptor type 6 (Homo sapiens), P51684; hit rate 0.49% among 340,000; AID 493098, 2011; CHO-K1 CCR6 PathHunter beta-arrestin, CCL20-stimulated; inhibition, % at 20 µM;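 active = compounds whose inhibition of the agonist-driven luminescence signal at 20 µM reaches about 50%, limit read from the data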;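 also: cells stimulated with CCL20 at 14 nM final; plate controls were DMSO with CCL20 for no effect and DMSO without agonist for full effect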
UBC13 inh – UBC13 polyubiquitin chain formation inhibitors, primary screen, biochemical, TR-FRET, uHTS | hit rate 0.47% among 330,000 | inhibition, % at 20 µM | AID 485273, 2010; in the data active = inhibition above about 45%, passing the limit was not always enough; inconclusive = no clear call, values can overlap the other calls
SENP8 inh – SENP8 protease inhibitors, primary screen, biochemical, luminescence; Sentrin-specific protease 8 (Homo sapiens), Q96LD8; purified SENP8, Z-RLRGG-aminoluciferin cleavage; inhibition, % at 10 µM; hit rate 1.2% among 330,000; AID 2540, 2010
Jurkat NFkB inh – inhibitors of induced NF-kB luciferase reporter, primary screen, TCR NF-kB activation inhibitor project, cell-based, luminescence, uHTS; hit rate 0.53% among 330,000; inhibition, % at 4 µM; Jurkat, PMA/ionomycin-induced NF-kB luciferase reporter
* hit, by the source's call; i = inactive; ? = inconclusive; nt = not tested or not shown. Rule as the data show it, unless noted: active = inhibition above about 50%; inactive = the rest. This is a subset. The share of hits here may be higher or lower than overall.

The opening four compounds as a preview:
SMILES	697 NFkB inh	Gli-Sufu block	EBI2 block	Apaf-1 inh	CCR6 antagonist	UBC13 inh	SENP8 inh	Jurkat NFkB inh
CC(NC(=O)C1CC1)C(c1cccs1)N1CCN(c2ccccc2)CC1 (centres undefined)	-4	2	-4	1	-5	-6	5	10
CCOc1ccc(-c2nc(CSc3nnc(N)s3)cs2)cc1	-131	14	-27	i	-7	2	-13	-94
COc1cc([N+](=O)[O-])ccc1NC(=S)NCc1ccccn1	10	-7	-13	3	-12	2	4	6
CCC(=O)c1ccc(OCC(=O)Nc2ccc(N3CCCCC3)cc2)cc1	2	9	0	-9	-3	4	5	7

Results, from the first entry:
SMILES	697 NFkB inh	Gli-Sufu block	EBI2 block	Apaf-1 inh	CCR6 antagonist	UBC13 inh	SENP8 inh	Jurkat NFkB inh
CC(NC(=O)C1CC1)C(c1cccs1)N1CCN(c2ccccc2)CC1 (centres undefined)	-4	2	-4	1	-5	-6	5	10
CCOc1ccc(-c2nc(CSc3nnc(N)s3)cs2)cc1	-131	14	-27	i	-7	2	-13	-94
COc1cc([N+](=O)[O-])ccc1NC(=S)NCc1ccccn1	10	-7	-13	3	-12	2	4	6
CCC(=O)c1ccc(OCC(=O)Nc2ccc(N3CCCCC3)cc2)cc1	2	9	0	-9	-3	4	5	7
CCc1cc(-c2n[nH]c(=S)n2-c2ccccc2C)cs1	-33	0	-14	12	6	-18	-7	-12
COc1ccc(OC)c(NC(=O)COC(=O)c2ccc(OC)c(S(=O)(=O)N3CCOCC3)c2)c1	13	0	-18	-10	3	15	-12	-2
O=C(N/N=C/c1c[nH]c2ccccc12)c1ccn[nH]1	-24	-16	-7	11	-2	-13	-17	-20
Cc1cccc(C)c1OCc1cc(C(=O)N2CCN(C3CCCC3)CC2)no1	-9	-1	-9	7	-3	3	7	-28
Nc1nc(N2CCCCC2)nc2ccccc12	2	-14	-12	1	3	12	-5	-12
O=C(NCc1ccc(F)cc1)C1CCN(c2cnccn2)CC1	9	-5	-8	8	-8	1	-6	-4
COc1cc(/C=N/n2cnn(Cc3ccccc3Cl)c2=S)cc(OC)c1OC	-8	10	14	9	12	2	3	17
Cc1[nH]n(-c2ccccc2)c(=O)c1C(c1ccccc1C(=O)O)c1c(C)[nH]n(-c2ccccc2)c1=O	-10	-3	-1	-4	15	8	6	-2
O=C1CCc2cc(S(=O)(=O)NCc3ccc(F)cc3)cc3c2N1CCC3	6	-5	1	13	4	-2	-8	-6
COc1cccc(CNc2ccc(S(=O)(=O)N3CCCC3)cn2)c1	18	2	13	7	1	7	2	2
COC(=O)c1cc2sc(Cl)cc2n1CC(=O)Nc1ccc(OC)c(OC)c1OC	5	6	-3	3	2	-4	-3	-10
CCC(C)n1c(SCC(=O)Nc2cc(C(C)(C)C)nn2-c2ccccc2)nc2ccccc2c1=O (centres undefined)	-10	7	-6	30	-2	2	6	1
C=CCOc1ccc(Br)cc1CNC(C)(C)CO	12	6	-6	-5	-4	8	-4	3
COc1ccc(CN2CCC(CO)(Cc3ccccc3)CC2)cc1Cn1cccn1	-13	26	1	0	20	-5	-9	2
N#Cc1cn(-c2ccccc2)nc1-c1ccccc1	-14	-16	3	6	11	-2	-8	-18
CC(=O)Oc1ccccc1C(=O)N1CCN(S(=O)(=O)c2ccc3ccccc3c2)CC1	-4	3	-31	7	3	-8	-7	-6
COc1ccc(CCNC(=O)CC2SC(=NCCc3ccccc3)NC2=O)cc1 (centres undefined)	13	-9	1	4	9	-4	0	5
COc1ccc(OC)c(S(=O)(=O)N2CCC(C(=O)N3CCc4ccccc4C3)CC2)c1	-22	-24	2	16	2	-7	-8	-25
CNc1c(NC(=O)COc2ccc(Cl)cc2)c(=O)oc2ccccc12	0	1	1	1	1	0	8	4
CN(C)S(=O)(=O)c1ccc(N2CCCC2)c(C(=O)NCc2ccccc2)c1	-4	-1	-2	-2	7	6	2	-2
CCOC(=O)N1CCC(NC(=O)CCC(=O)N2CC(C)Oc3ccc(C)cc32)CC1 (centres undefined)	17	15	3	-2	-17	0	-7	-10
Cc1ccccc1-n1c(SCC(=O)NC2CCS(=O)(=O)C2)nc2ccccc2c1=O (centres undefined)	4	6	-2	3	6	0	-6	0
Cc1ccccc1C(=O)Nc1ccc(C(=O)NNC(=O)CCCOc2ccc(Cl)cc2Cl)cc1	33	-11	8	-9	-9	2	-6	-1
COCCNC(=O)CN1N=C(c2ccc(C)cc2)CCC1=O	10	5	1	11	-8	-1	-5	0
CSc1ccc(C(=O)C2CCCN(C(=O)c3csc(C(C)=O)c3)C2)cc1 (centres undefined)	16	-6	12	5	7	5	3	1
CCc1ccc(N/C(N)=N/c2nc(CSc3ccccn3)cc(=O)[nH]2)cc1	-50	48	18	30	-6	-2	3	16
CC(C)C[C@H](NC(=O)N1c2ccccc2NC(=O)[C@@H]1C(C)C)C(=O)N[C@@H](Cc1ccccc1)C(=O)O	26	-3	-3	8	-14	-2	1	2
Cn1c(N)c(C(=O)COC(=O)/C=C/c2ccc(Cl)cc2Cl)c(=O)n(C)c1=O	-37	14	7	26	-8	7	-1	13
CCN1CCN(c2ccc(S(=O)(=O)N3CCOCC3)cc2NC(=O)c2ccc(Cl)cc2Cl)CC1	-9	8	-5	22	11	8	-7	12
c1ccc(CSc2ccc3nnc(-c4ccccn4)n3n2)cc1	2	-6	4	2	12	-5	-10	-7
C=CCN(CC=C)Cc1cc(=O)n2c(-c3ccccc3)csc2n1	-7	-4	-1	8	16	-10	-7	-15
Cn1c(SCC(=O)OC2CCCCC2)nnc1-c1ccc2c(c1)OCO2	1	0	-2	-10	10	0	5	5
COc1ccc(NC(=O)Cn2c(C)cc(=O)c3ccccc32)cc1	-19	46	-1	-5	-3	5	5	27
CCOC(=O)Cc1csc(NC(=O)C2CCCN(S(=O)(=O)c3cnc[nH]3)C2)n1 (centres undefined)	0	-2	-5	-4	0	-4	-6	-5
COc1ccc(S(=O)(=O)N2CCN(C)CC2)cc1NC(=O)c1ccccc1	-6	-14	3	0	11	1	3	-2
Cc1cc(NC(=O)CSc2nc(=O)n3cccc(C)c3n2)no1	-4	-19	-9	-2	-22	-10	-14	10
C1CC1Cc1noc(CN2CCN(C3C4CC5CC(C4)CC3C5)CC2)n1 (centres undefined)	-3	7	-4	-5	16	0	4	-10
Cc1ccc(Nc2nnc(SC3CCOC3=O)s2)cc1 (centres undefined)	-11	-9	9	-15	-1	2	2	-5
O=C(O)/C=C/C(=O)Nc1c(F)cccc1F	20	0	-18	-28	1	6	4	-7
O=C(NNC(=O)c1sc2ccccc2c1Cl)Nc1ccc(Cl)cc1	17	19	-1	-3	15	-14	3	2
CCOc1ccc(N2C(=O)CC(N3CCN(c4ccc(C(=O)c5ccncc5)cc4)CC3)C2=O)cc1 (centres undefined)	-24	-4	5	11	-1	21	-8	-6
Cc1ccc(Cn2ccsc2=NC(=O)COC(=O)C(C)C)cc1	-16	10	-2	12	7	7	-2	9
Cc1ccc(-c2cn(C[C@H]3CC[C@@H]([C@@H]4CC[C@H](Cn5cc(-c6ccc(C)cc6)nn5)O4)O3)nn2)cc1	5	8	22	17	-3	5	9	-17
COc1ccc(CNS(=O)(=O)CCNC(=O)c2ccccc2)cc1	18	-13	-6	5	3	2	2	10

4 compounds out of the list, ordered by number of heavy atoms, high to low:
SMILES	697 NFkB inh	Gli-Sufu block	EBI2 block	Apaf-1 inh	CCR6 antagonist	UBC13 inh	SENP8 inh	Jurkat NFkB inh
CCOc1ccc(N2C(=O)CC(N3CCN(c4ccc(C(=O)c5ccncc5)cc4)CC3)C2=O)cc1 (centres undefined)	-24	-4	5	11	-1	21	-8	-6
COc1ccc(S(=O)(=O)N2CCN(C)CC2)cc1NC(=O)c1ccccc1	-6	-14	3	0	11	1	3	-2
COc1ccc(CNS(=O)(=O)CCNC(=O)c2ccccc2)cc1	18	-13	-6	5	3	2	2	10
O=C(O)/C=C/C(=O)Nc1c(F)cccc1F	20	0	-18	-28	1	6	4	-7

The results go on.
SMILES	697 NFkB inh	Gli-Sufu block	EBI2 block	Apaf-1 inh	CCR6 antagonist	UBC13 inh	SENP8 inh	Jurkat NFkB inh
CCN(CC)S(=O)(=O)c1ccc(Cl)c(C(=O)NCc2ccco2)c1	5	-2	2	-1	9	5	-8	4
COc1ccc(NC(=O)C(c2ccc(C)cc2)N(C)C(=O)c2ccc(=O)[nH]c2)cc1 (centres undefined)	8	-3	-1	0	-1	-14	-10	0
C=CC(=O)Nc1sc2c(c1C(N)=O)CCCC2	7	0	-15	-6	8	7	2	13
COc1cc(NC(=O)c2cc(C(C)C)on2)cc(OC)c1OC	7	4	2	10	6	10	-7	0
O=C(CN1CCN(c2ccccn2)CC1)Nc1ccc(F)cc1F	-13	20	-4	2	6	0	-2	-36
COc1ccccc1/C=C/C=N/NC(=O)CCn1cnc2ccccc21	-30	-1	11	2	-3	-19	-3	39
CCOC(=O)c1cc(C#N)c(N)nc1C	19	1	4	-15	-10	26	6	8
Nc1nonc1-n1nnc(C(=O)N/N=C/c2ccccc2Cl)c1-c1ccc2c(c1)OCO2	-4	14	3	7	21	-12	-10	-11
COc1ccccc1CNC(=O)COc1ccc([N+](=O)[O-])cc1	1	1	10	-5	14	0	0	-3
COc1ccccc1NC(=O)c1cccc(NC(=O)c2ccco2)c1	1	7	5	-5	-3	3	-1	0
C=CCC(Nc1ccccc1)c1ccc(OC)c(OC)c1 (centres undefined)	2	nt	nt	-4	nt	0	0	-5
CCOC(=O)C1CCN(CC(O)COC(CC)c2ccccc2)CC1 (centres undefined)	1	18	-5	2	14	-4	-12	9
Cc1ccccc1NC(=O)CN1CCc2ccccc2C1	14	7	-3	-14	20	7	-4	-1
Cn1c(=O)c2c(nc(N3CCCCCC3)n2Cc2cccc3ccccc23)n(C)c1=O	-6	13	16	31	25	-1	-1	-4
CCC(CC)C(=O)Nc1ccncc1	-11	nt	nt	15	nt	-7	-9	5
COc1cccc(C2=NOC(C(=O)NC3CCCCC3)C2)c1 (centres undefined)	17	-7	-8	-17	-12	11	-1	-3
CC(=O)c1ccc(S(=O)(=O)N2CCN(CC(=O)Nc3ccccc3C(=O)NC3CC3)CC2)cc1	-9	1	13	7	-4	-7	1	-5
CCOC(=O)c1cncc(NC(=O)c2ccccc2)c1	15	7	9	-6	4	6	-1	-1
CCCC1=C(C(=O)OCC)C(c2ccc(OC)c(CSc3ccccn3)c2)C(C#N)=C(N)O1 (centres undefined)	-7	0	16	5	12	9	5	2
O=C(NCN1CCCCC1)c1cccnc1	0	6	4	11	15	-6	-14	2
Cc1cc2cc(C(=O)N3CCc4c([nH]c5ccccc45)C3c3ccccn3)ccc2o1 (centres undefined)	24	-1	6	-4	7	-5	-5	7
C=Cc1ccc(C(=O)N2CCCC(Nc3ccc4c(c3)OCCO4)C2)cc1 (centres undefined)	8	-1	11	5	13	-5	3	1
O=c1oc2cc(O)ccc2c2ccccc12	7	-16	-6	4	3	?	-16	0
O=C(/C=C/c1ccc(Cl)cc1)NCc1cccs1	-48	-40	53*	3	17	-5	-17	-33
CCOc1ncccc1C(=O)NNC(=O)c1ccccc1-n1cccc1	-17	-13	-2	5	10	-9	0	-7
COc1ccc2c(C(=O)c3ccc(C)cc3)n(CCC(N)=O)[n+]([O-])c2c1	23	3	-2	3	-1	22	-1	1
COC(=O)CC1COc2ccccc2N1C(=O)c1cccc(Cl)c1 (centres undefined)	-10	3	-2	4	7	-10	-1	-6
O=C1CC(c2ccc(Cl)cc2)CC(=O)C1CS(=O)(=O)c1ccccc1 (centres undefined)	11	2	2	2	9	0	4	-12
